GLP1R cytotox: cytotoxic in the GLP-1 receptor inverse agonist counter-screen | Potency, µM (highest dose often 38.3 µM), for the others: at the highest dose activity change, negative = inhibition, hits mostly inhibitors | AID 624418 | actives 0.13% (n = 410,000) | HEK293 cAMP-luciferase reporter cells, luminescence, 24 h;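 note: loss of luciferase light is scored as toxicity; potency is the fitted concentration of half-maximal effect; % is set by controls: 0 for no effect and ±100 for the full control effect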
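MLSMR compounds, 24 hr on cells at 37 deg C/5% CO2; luminescence after luciferase reagent (12 min RT). Inhibition counted as the undesired cytotoxic outcome.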
D3 ag: D3 dopamine receptor (human) agonism; P35462; D3R DiscoveRx beta-arrestin cells, luminescence, 90 min; max activation, %; actives 0.58% (n = 410,000); in the data active = max activation above about 30%; note: 0% is about no effect; mostly tested at two doses, the higher about 12 µM
Target sequence (P35462 whole entry, looked up): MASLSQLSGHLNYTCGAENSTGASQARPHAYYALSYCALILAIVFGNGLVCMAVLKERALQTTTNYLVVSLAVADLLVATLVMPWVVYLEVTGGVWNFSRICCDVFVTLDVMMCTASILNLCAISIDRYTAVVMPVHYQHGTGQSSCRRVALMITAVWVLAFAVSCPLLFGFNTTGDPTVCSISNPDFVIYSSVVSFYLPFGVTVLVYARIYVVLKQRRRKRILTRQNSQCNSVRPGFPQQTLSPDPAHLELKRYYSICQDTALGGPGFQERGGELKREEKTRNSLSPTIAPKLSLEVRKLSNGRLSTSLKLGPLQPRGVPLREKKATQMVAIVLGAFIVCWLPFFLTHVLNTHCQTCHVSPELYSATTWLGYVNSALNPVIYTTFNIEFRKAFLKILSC
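Cells at 1500/well, incubated overnight, then treated with pinned compounds (dopamine as control) for 90 min at 37 degrees C. DiscoveRx reagent added for 30 - 60 minutes at room temperature; luminescence read.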
IL1B secr inh: inflammasome signaling inhibition, IL-1 beta readout | THP-1 LPS/ATP IL-1B secretion, AlphaLISA, 16 h; hits give low values | activity change, % at 57.5 µM | actives 4.7% (n = 360,000); in the data active = activity change below about -50%; inconclusive = mostly about -30% to -49%; note: % is set by controls: 0 for no effect and ±100 for the full control effect
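Secreted IL-1B measured by AlphaLISA bead assay after 16 h compound exposure of THP-1 cells; compounds (final up to 57.5 uM) added 1 h before LPS (250 ng/mL) and ATP (1.25 mM) stimulation; lower signal means less secretion.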
HT1080NT lethal: kills 2HG-producing HT-1080-NT fibrosarcoma cells. HT-1080-NT fibrosarcoma viability, CellTiter-Glo ATP luminescence, 48 h. actives 1.6% (n = 360,000). Potency, µM (titrated, usually from 46.1 µM), for inactives: at the highest dose activity, negative = less viability, most hits filed as cytotoxic;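 note: NT is the 2HG producing partner of a matched IDH1 knockdown line; potency is the fitted concentration of half-maximal effect; 0% = DMSO-treated cells and -100% = media-only wells without cells; nearly all actives have a fitted effect of over 55% in size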
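750 cells/well, RPMI + 5% FBS; 2 h settle, compound pin-transfer, 48 h at 37 degrees C. CellTiter-Glo 10 min RT, luminescence. Normalized to DMSO and media-only wells.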
SW480 rerep: induces DNA re-replication in SW480 colon adenocarcinoma cells; SW480 DNA re-replication, Hoechst DNA content imaging, 48 h; Potency, µM (series often up to 46.1 µM), without a hit: at the top dose re-replication activation, most hits filed as activators; actives 1.8% (n = 340,000); note: potency is the fitted concentration of half-maximal effect; % of control where 0% means no effect; nearly all actives have a fitted effect of over 55% in size
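Treated cells incubate 48 hr (37 C, 5% CO2), are stained 40 min with Hoechst, and nuclear fluorescence is enumerated; a rise in nuclei with high DNA signal marks re-replication.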
HT1080 IDH1KD tx: toxicity to HT-1080 IDH1 knockdown cells (counter line). HT-1080 IDH1 knockdown viability, ATP luminescence, 48 h. Potency, µM (doses to about 46.1 µM), for inactives: at the highest dose activity, negative = toxicity, usual class: cytotoxic. actives 2% (n = 360,000);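 note: potency is the fitted concentration of half-maximal effect; 0% = DMSO wells and -100% = cell-free medium wells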
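Knockdown cells (IDH1KD HT-1080) received compounds 2 h after plating at 750 cells/well and were kept 48 h at 37 °C in 5% FBS RPMI. A CellTiter-Glo luminescence read gave % activity for curve fitting.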
KB-3-1 tox: kills parental KB-3-1 adenocarcinoma cells; KB-3-1 viability, CellTiter-Glo ATP luminescence, 72 h; Potency, µM (series often up to 46.1 µM), for the others: at the highest dose activity change, negative = cytotoxic, usual class: cytotoxic; AID 1347075; actives 1.4% (n = 400,000); note: potency is the fitted concentration of half-maximal effect; % is set by controls: 0 for no effect and ±100 for the full control effect; nearly all actives have a fitted effect of over 60% in size
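KB-3-1 cells, DMEM (no phenol red) + 10% FBS; compound by pin transfer, 72 h, 37 °C. Readout: CellTiter-Glo luminescence after 10 min. Data normalized, curve-fitted.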
KB-V1 cytotox: KB-V1 MDR subline cytotoxicity; KB-V1 MDR cells viability, CellTiter-Glo, 72 h; Potency, µM (series often up to 46.1 µM), for the others: top-dose activity change, negative = cytotoxicity, actives largely listed as cytotoxic; actives 3.4% (n = 400,000); AID 1347076; note: potency is the fitted concentration of half-maximal effect; % is set by controls: 0 for no effect and ±100 for the full control effect; nearly all actives have a fitted effect of over 60% in size
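qHTS viability screen in drug-selected KB-V1 MDR cells: 72 h compound treatment at 37 degrees C, ATP luminescence end point.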
MCF10A rereplic: DNA re-replication induction in MCF 10a cells; actives 2.9% (n = 350,000); AID 624296; Potency, µM (doses to about 46.1 µM), inactives show at the highest dose activity, positive = re-replication, most hits filed as activators; MCF 10A DNA re-replication, Hoechst nuclear intensity, 48 h; note: potency is the fitted concentration of half-maximal effect; % of control where 0% means no effect; nearly all actives have a fitted effect of over 50% in size
Numbers without * were called inactive; ? = inconclusive; / = no result given; [ ] = remark or other dose. Unless noted, calls come from the whole dose curve; as a rule, active = well fitted curve in the direction sought with a large enough effect; inconclusive = small, poorly fitted or top-dose-only effect, or another doubt; inactive = no such curve, though single readings can be large; an effect the other way counts as inactive or inconclusive.

SMILES	GLP1R cytotox	D3 ag	IL1B secr inh	HT1080NT lethal	SW480 rerep	HT1080 IDH1KD tx	KB-3-1 tox	KB-V1 cytotox	MCF10A rereplic
CCOc1ccccc1OCC(=O)Nc1ccc(OC)c(S(=O)(=O)N2CCCCC2)c1	4.3%	11.3	-2.1	-1.1%	-2.3%	2.5%	-5.5%	-8.3%	4.4%
CCCNC(=O)c1ccc(Cn2cc(-c3ccc(OC)cc3)nc2C(C)N)cc1 (stereo not drawn)	-0.3%	-6.0	-8.2	-17.8%	-3.3%	-6.9%	-4.0%	-5.1%	15.1%
O=C(COC(=O)CN1C(=O)C2CCCCC2C1=O)NNC(=O)c1ccc(Cl)cc1 (stereo not drawn)	13.1%	-2.7	5.4	-1.4%	-7.9%	0.1%	17.0%	2.9%	-2.2%
CCCCCCCCCCNC(=O)C(=O)Nc1ccccn1	2.5%	-7.1	24.8	6.4%	-9.3%	2.8%[9.24 µM]	2.7%	-12.8%	7.7%
O=C(N/N=C\c1ccc(Cl)s1)C1COc2ccccc2O1 (stereo not drawn)	-18.5%	7.4	-7.7	?	16.4µM*	?	?	?	?
COc1ccc(OC)c(-n2c(-c3cc(-c4ccc(F)cc4)n[nH]3)n[nH]c2=S)c1	5.8%	-3.3	0.0	-2.6%	3.9%	-13.9%	7.4%	7.4%	-2.4%
CC(=NCCN1CCN(C(C)=C2C(=O)c3ccccc3C2=O)CC1)C1=C(O)CC(C)(C)CC1=O	-17.9%	1.8	2.8	7.2%	1.6%	20.5%	-1.5%	-28.6%	10.0%
Cc1ccc(C)c(S(=O)(=O)N2CCN(C(=O)c3sccc3C)CC2)c1	-27.1%	-3.7	?	6.8%	-2.4%	6.3%	-20.7%	9.2µM*	4.7%
CC(C)CNS(=O)(=O)c1ccc(CCC(=O)N2CCC(C(N)=O)CC2)cc1	-0.3%	3.5	-6.3	14.8%	-13.9%	11.7%	-8.1%	2.9%	-1.8%
C/C(Cc1ccccc1)=N/NC(=O)CCCC(=O)N/N=C(/C)Cc1ccccc1	3.7%	0.3	13.7	0.9%	-0.2%	-0.9%	11.4%	-5.3%	-0.5%
O=C(NCC(=O)N(c1cccnc1)C(C(=O)NC1CCCCC1)c1ccccc1)c1ccco1 (stereo not drawn)	-7.0%	-1.9	12.4	13.5%	3.1%	6.5%	-1.4%	21.3%	?
COc1ccccc1-c1nc2c(c(SCC(=O)N3CCCCC3)n1)Cc1c(CO)cnc(C)c1O2	-11.3%	14.1	-4.3	-18.3%	-8.4%	-7.9%	5.8%	10.7%	5.2%
COc1ccc(CNC(=O)COC(=O)C2CCN(S(=O)(=O)c3ccccc3C(F)(F)F)CC2)cc1	-7.6%	1.5	16.0	12.8%	?	8.7%	-21.6%	-4.0%	-1.7%
O=C(CSc1nnc(-c2ccc(Cl)cc2)n1Cc1ccco1)NCc1ccc2c(c1)OCO2	-14.7%	-14.9	-22.6	-13.4%	-4.3%	-1.8%	?	-29.4%	?
O=C(CN1CCCCC1)NCC(=O)Nc1ccc(F)c(F)c1F	-22.4%	-20.7	-4.3	0.0%	-3.5%	-1.6%	6.1%	-9.1%	-0.1%
CCCCCCNC(=O)c1c(O)c2cccc3c2n(c1=O)CCC3	64.6%[activator]	0.8	21.0	0.5%	-6.0%	9.1%	7.0%	0.8%	15.0%
COc1ccc(NC(=O)CSc2nc3c(c(=O)n2-c2ccc(C)cc2)SCC3)c(OC)c1	7.0%	4.5	-10.0	8.3%	0.0%	15.2%	24.5%	14.8%	-2.8%
CC1CN(C(=O)CN2C(=O)NC(C)(c3ccccc3)C2=O)CC(C)O1 (stereo not drawn)	-6.8%	15.4	3.9	7.9%	-7.1%	-21.4%	1.6%	10.2%	2.5%
CCC(C)(C)n1nnnc1C(c1cccc(C#N)c1)N1CCN(c2cc(C)ccc2C)CC1 (stereo not drawn)	-16.4%	-7.7	23.9	0.1%	9.7%	10.7%	1.0%	-0.7%	-1.9%
O=C(CNC(=O)c1ccc(Br)cc1)NCC(=O)OCC(=O)c1ccc([N+](=O)[O-])cc1	-0.7%[1.53 µM]	13.5	15.2	2.7%	24.6%	0.0%	-0.1%	-3.5%	16.1%
COCCn1c(SCC(=O)Nc2cccc(C)c2)nnc1C(C)C	-5.6%	9.5	-1.6	19.5%	1.2%	19.3%	-0.9%	0.3%	0.5%
COc1ccc(OCC(=O)Nc2c3c(nn2-c2ccc(OC)cc2)CS(=O)(=O)C3)cc1	-3.6%	-17.8	10.0	-3.5%	-8.3%	-0.2%	6.2%	-23.2%	0.4%
Cc1nc2cc(-c3ccccc3)nn2c(C)c1CCC(=O)NCCc1ccccc1	-8.0%	8.3	/	/	/	/	-6.7%	-0.8%	/
C/C(N)=C(/C#N)C(=O)COC(=O)c1cc(-c2cccc(Br)c2)nc2ccccc12	-10.6%	-5.1	-0.5	10.6%	-0.1%	5.7%	?	-7.7%	17.3%
CN(Cc1ccc(F)cc1)C(=O)C(Cc1ccccc1)NC(=O)c1ccccc1 (stereo not drawn)	7.5%	26.5	-18.2	-3.6%	-94.6%[inhibitor]	0.9%	-1.0%	10.3µM*	-17.4%

Results in GLP1R cytotox, for 2 of the compounds above:
SMILES | GLP1R cytotox
CCCNC(=O)c1ccc(Cn2cc(-c3ccc(OC)cc3)nc2C(C)N)cc1 (stereo not drawn) | -0.3%
O=C(COC(=O)CN1C(=O)C2CCCCC2C1=O)NNC(=O)c1ccc(Cl)cc1 (stereo not drawn) | 13.1%

Next section.
SMILES	GLP1R cytotox	D3 ag	IL1B secr inh	HT1080NT lethal	SW480 rerep	HT1080 IDH1KD tx	KB-3-1 tox	KB-V1 cytotox	MCF10A rereplic
CCN(CC)CCN(C(=O)c1ccc(S(=O)(=O)N2CCOCC2)cc1)c1nc2cc3c(cc2s1)OCCO3	8.3%	-1.8	0.0	-0.1%	-5.3%	0.2%	0.2%	-7.7%	7.4%
Cc1ccc(C(=O)Nc2ccc3oc(-c4ccccc4C)nc3c2)cc1	2.1%	0.9	/	/	/	/	-6.9%	8.0%	/
Cc1cccc(-n2ncc3c2CCCC3NC(=O)CCc2ccncc2)c1C (stereo not drawn)	-12.5%	0.9	0.0	-1.9%	?	-9.6%	?	-9.0%	-0.4%
Cc1ccccc1N=C/C=C1\N(C)c2ccccc2C1(C)C	3.1%	0.0	-10.8	-5.3%	?	-4.8%	-15.4%	23.1µM*	?
Cn1nnnc1SCCNCc1ccccc1OCc1ccccc1F	2.6%	-19.0	/	/	/	/	0.2%	-28.5%	/
CCCC(=O)Nc1ccccc1N1CCN(C(=O)c2ccccc2)CC1	-23.0%	24.9	13.6	12.7%	-15.4%	9.2%	5.7%	?	-5.2%
COc1ccc(C2(C)NC(=O)N(CC(=O)NC3CCCC3)C2=O)cc1OC (stereo not drawn)	9.6%	-9.4	-3.3	2.4%[9.24 µM]	-29.4%	9.3%	-8.8%	-4.7%	-2.0%
CCn1c(=O)c(C(=O)NNC(=O)c2ccccc2F)c(O)c2ccccc21	12.4%	-2.4	5.0	?	?	-24.8%	14.6µM*	10.3µM*	?
COCCn1nnnc1C(c1cc2cc(OC)c(OC)cc2[nH]c1=O)N1CCN(c2ccc(O)cc2)CC1 (stereo not drawn)	3.0%	2.5	-5.1	1.2%	-8.9%	15.4%	1.7%	13.8%	-1.2%
COc1cc(/C=N/NC(=O)C(Cc2c[nH]c3ccccc23)NC(=O)OCc2ccccc2)cc([N+](=O)[O-])c1O (stereo not drawn)	-4.8%	-6.9	0.9	-10.3%	?	-12.6%	11.0%	2.5%	9.2%
CCCCCCCCCC[n+]1cccc(C(=O)N(CC)CC)c1	-0.3%	-3.9	-23.4	-14.8%	?	-0.1%	-7.6%	0.0%	17.3%
COc1ccc(CCOC(=O)c2cccc(NC(C)=O)c2)cc1	1.9%	3.0	33.4	-15.8%	?	?	?	?	?
NC1=NC(=O)CC(C(=O)Nc2cccc3ccccc23)S1 (stereo not drawn)	-6.3%	4.4	22.5	6.1%	6.5%	6.6%	9.9%	-0.9%	-1.2%
Cc1ccc(-n2nc3c(=O)n(CC(=O)NCc4ccccc4)nc(C)c3c2C)cc1	1.2%	-6.6	15.1	15.8%	-8.3%	9.2%	3.5%	35.4%	-2.1%

Entries above containing fluorine (six):
SMILES	GLP1R cytotox	D3 ag	IL1B secr inh	HT1080NT lethal	SW480 rerep	HT1080 IDH1KD tx	KB-3-1 tox	KB-V1 cytotox	MCF10A rereplic
COc1ccc(OC)c(-n2c(-c3cc(-c4ccc(F)cc4)n[nH]3)n[nH]c2=S)c1	5.8%	-3.3	0.0	-2.6%	3.9%	-13.9%	7.4%	7.4%	-2.4%
COc1ccc(CNC(=O)COC(=O)C2CCN(S(=O)(=O)c3ccccc3C(F)(F)F)CC2)cc1	-7.6%	1.5	16.0	12.8%	?	8.7%	-21.6%	-4.0%	-1.7%
O=C(CN1CCCCC1)NCC(=O)Nc1ccc(F)c(F)c1F	-22.4%	-20.7	-4.3	0.0%	-3.5%	-1.6%	6.1%	-9.1%	-0.1%
CN(Cc1ccc(F)cc1)C(=O)C(Cc1ccccc1)NC(=O)c1ccccc1 (stereo not drawn)	7.5%	26.5	-18.2	-3.6%	-94.6%[inhibitor]	0.9%	-1.0%	10.3µM*	-17.4%
Cn1nnnc1SCCNCc1ccccc1OCc1ccccc1F	2.6%	-19.0	/	/	/	/	0.2%	-28.5%	/
CCn1c(=O)c(C(=O)NNC(=O)c2ccccc2F)c(O)c2ccccc21	12.4%	-2.4	5.0	?	?	-24.8%	14.6µM*	10.3µM*	?

Screens: PubChem, National Center for Advancing Translational Sciences (NCATS)
